Compound activity as filed in PubChem.
IL2 activator – activators of IL-2 | IL-2 activation reporter assay, cell-based qHTS; stimulated with anti-CD3/CD4/CD28 beads; in transgenic mouse T cells | activation, % (series mostly up to about 46 µM) | actives 0.065% (n = 360,000) | AID 652025; in the data active = activation above about 50%; inconclusive = mostly about 30% to 49%; note: 0% is about no effect
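Using fluorescent plate cytometry, EGFP and DsRed are detected in transgenic mouse T cells stimulated 18 h at 37 degrees C with antibody-coated beads after 60 min compound pretreatment.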
PLK1 PBD inh – inhibitors of human PLK1 polo-box domain binding; P53350; Plk1 PBD binding of FITC phosphopeptide, fluorescence polarization; Potency, µM, inactives show max response, negative = inhibition, hits mostly inhibitors; actives 2.8% (n = 360,000); AID 720504; note: potency is the fitted concentration of half-maximal effect; series mostly up to about 57 µM; % is set by controls: 0 for no effect and ±100 for the full control effect; nearly all actives have a fitted effect of over 65% in size
Target sequence (P53350 whole entry, looked up, the tested form may be a part): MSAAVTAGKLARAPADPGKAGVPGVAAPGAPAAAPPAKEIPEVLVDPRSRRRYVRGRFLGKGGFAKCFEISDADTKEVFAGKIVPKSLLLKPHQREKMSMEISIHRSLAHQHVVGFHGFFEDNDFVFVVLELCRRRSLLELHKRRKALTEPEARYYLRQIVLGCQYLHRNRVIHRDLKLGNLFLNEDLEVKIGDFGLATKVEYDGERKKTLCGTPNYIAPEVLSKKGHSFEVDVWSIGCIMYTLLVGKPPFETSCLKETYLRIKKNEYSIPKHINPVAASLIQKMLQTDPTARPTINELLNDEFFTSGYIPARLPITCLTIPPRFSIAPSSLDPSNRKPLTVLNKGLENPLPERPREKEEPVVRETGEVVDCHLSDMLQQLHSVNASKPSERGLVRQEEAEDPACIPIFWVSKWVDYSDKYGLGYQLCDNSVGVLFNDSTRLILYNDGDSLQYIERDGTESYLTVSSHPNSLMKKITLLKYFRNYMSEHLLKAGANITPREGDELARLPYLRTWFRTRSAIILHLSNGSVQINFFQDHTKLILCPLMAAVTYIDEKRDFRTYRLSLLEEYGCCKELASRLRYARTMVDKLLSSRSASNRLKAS
EPAC1 antagonist – antagonists of human EPAC1 | O95398 | Potency, µM (series often up to 115 µM), without a hit: at the top dose activity change, negative = inhibition, most hits filed as inhibitors | EPAC1 GEF assay, Rap1b-BODIPY-GDP exchange fluorescence | actives 0.14% (n = 360,000);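 note: potency is the fitted concentration of half-maximal effect; plate controls were vehicle for no effect and positive control for full effect; nearly all actives have a fitted effect of over 50% in size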
EPAC1 agonist – EPAC1 (human) agonism; AID 720707; Potency, µM (doses to about 154 µM), for inactives: top-dose activation, usual class: activators; EPAC1 agonist qHTS, biochemical assay; response scale: 100% = response to 6.5 mM cAMP; actives 0.073% (n = 360,000); note: potency is the fitted concentration of half-maximal effect; nearly all actives have a fitted effect of over 60% in size
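Nucleotide exchange assay: 100 nM EPAC1 with 250 nM Rap1B loaded with BODIPY-GDP and 50 uM GDP, room temperature. Fluorescence (480/540 nm) read every 5 min for 30 min; signal change normalized to 6.5 mM cAMP as full agonist.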
CCT chaperon mod – cytosolic chaperonin activity modulation. actives 0.3% (n = 360,000). purified chaperonin ATPase assay, HTRF ADP detection, 30 min. activity change, % (concentration not given with the values), hits read low. AID 651819; in the data active = activity change below about -30%; note: % is set by controls: 0 for no effect and ±100 for the full control effect
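TRiC at 40 or 20 nM final (batch-dependent) in 30 mM Tris pH 7.4, 100 mM KCl, 5 mM MgCl2, 1 mM DTT, with compound at single 76 uM and 10 uM ATP, 30 min at 37 deg C. ADP detected by HTRF Transcreener, 665/615 ratio.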
WRN inhibitor – inhibitors of human WRN helicase; Q14191; WRN helicase unwinding, fluorescent forked duplex, kinetic; Potency, µM (series often up to 114 µM), without a hit: top-dose activity change, negative = inhibition, actives largely listed as inhibitors; actives 0.46% (n = 360,000); note: potency is the fitted concentration of half-maximal effect; % is set by controls: 0 for no effect and ±100 for the full control effect; nearly all actives have a fitted effect of over 55% in size
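Kinetic red-fluorescence monitoring (525/598 nm) tracks WRN helicase activity after 100 nM fluorophore-quencher forked duplex and 2 mM ATP are added to 20 nM enzyme pretreated 15 min at room temperature with compound.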
PI5P4K alpha inh – inhibitors of human PI5P4K alpha; AID 652105; PI5P4Kalpha enzyme, ADP-Glo luminescence, 60 min; active compounds read low; actives 1.2% (n = 330,000); P48426; max response, %; active = max response of -50% or lower; inconclusive = between -30% and -50%; inactive = -30% or higher; note: value at the top dose of about 77 µM; % is set by controls: 0 for no effect and ±100 for the full control effect
Target sequence (P48426 whole entry, looked up): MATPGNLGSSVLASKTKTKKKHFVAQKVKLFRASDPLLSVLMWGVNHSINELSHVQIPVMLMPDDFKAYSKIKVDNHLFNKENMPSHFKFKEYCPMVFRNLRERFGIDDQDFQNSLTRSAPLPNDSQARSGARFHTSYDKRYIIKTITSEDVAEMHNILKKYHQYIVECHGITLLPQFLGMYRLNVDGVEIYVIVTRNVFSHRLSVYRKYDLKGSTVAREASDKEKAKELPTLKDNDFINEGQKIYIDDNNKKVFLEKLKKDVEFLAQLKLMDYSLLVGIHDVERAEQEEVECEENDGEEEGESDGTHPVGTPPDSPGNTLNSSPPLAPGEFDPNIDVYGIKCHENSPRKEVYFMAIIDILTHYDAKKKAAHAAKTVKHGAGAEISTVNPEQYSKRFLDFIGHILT
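ADP-Glo luminescence end-point after a 60 min room-temperature kinase reaction. PI5P4Kalpha and substrate in HEPES pH 7.4 buffer with EGTA, 0.1% CHAPS and 5% DMSO; ATP at 5 microM final.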
EPAC2 agonist – agonists of human EPAC2 (RAPGEF4) | actives 0.079% (n = 360,000) | EPAC2 activation, biochemical qHTS; response scale: 100% = 6.5 mM cAMP response | Potency, µM (doses to about 154 µM), inactives show at the top dose activation, usual class: activators | Q8WZA2; note: potency is the fitted concentration of half-maximal effect; nearly all actives have a fitted effect of over 50% in size
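Readout is BODIPY fluorescence (480 nm excitation, 540 nm emission), which falls as labeled GDP is exchanged off Rap1B. EPAC2 at 100 nM acted on 250 nM RAP1B-BODIPY-GDP with 50 uM GDP present.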
Starred values were filed as active, the others as inactive; ? = inconclusive; . = no result given; [ ] = remark or other dose. Unless noted, calls come from the whole dose curve; as a rule, active = well fitted curve in the direction sought with a large enough effect; inconclusive = small, poorly fitted or top-dose-only effect, or another doubt; inactive = no such curve, though single readings can be large; an effect the other way counts as inactive or inconclusive. Only part of the results is shown; rates above refer to the full screens.

SMILES	IL2 activator	PLK1 PBD inh	EPAC1 antagonist	EPAC1 agonist	CCT chaperon mod	WRN inhibitor	PI5P4K alpha inh	EPAC2 agonist
CN(C)C(=O)CCc1ccc2c3c([nH]c2c1)[C@]1(C)[C@@H](C(=O)N2CCOCC2)C[C@H](CC(=O)NCc2cccc(C(F)(F)F)c2)C(=O)N1CC3	-0.9	-2%	16%	-20%	-0.7	1%	5	2%
COc1ccc(/C(C)=N/Nc2ncc(Cl)cc2Cl)c(O)c1	-3.3	-5%	25%	-5%	0.4	-2%	4	0%
COc1ccc(N2CCN(C(=O)C34CCC(C)(C(=O)C3)C4(C)C)CC2)cc1 (configuration not stated)	-0.4	0%	7%	-4%	0.4	3%	-4	-3%
N#Cc1nc(-c2cccc3ccccc23)oc1N1CCCCC1	-1.2	-1%	7%	5%	1.0	0%	1	7%
C[C@]12CCC3C(CC[C@H]4CC(O)CC[C@]34C)C1CC/C2=N/O (some centres not stated)	-0.3	0%	13%	3%	0.9	9%[57.1 µM]	2	-2%
O=C(CC1SC(N2CCCCC2)=NC1=O)Nc1cccc(C(=O)O)c1 (configuration not stated)	-2.3	-5%	-4%	-8%	-1.2	5%[57.1 µM]	-10	-8%
CC(Sc1nnnn1C)C(=O)Nc1ccccc1-c1ccccc1 (configuration not stated)	-1.5	-10%	-2%	9%	1.1	-4%	.	9%
Cc1ccsc1CN1CC(=O)N(c2c(C)cccc2C)C1=S	-4.3	-3%	-16%	6%	-1.4	-4%	7	15%
S=C(NCc1ccccn1)Nc1ccccc1	0.1	5%	-6%	2%	-4.2	1%	6	4%
COc1cc(/C=C/c2cccc[n+]2C)ccc1OCC(=O)Nc1ccccc1C	-0.4	-5%	-1%	-1%	-0.3	-1%	1	13%
Cc1cc(Oc2ncccc2[N+](=O)[O-])c2cc(Cl)ccc2n1	0.0	-11%	-4%	-1%	0.0	16%	1	4%
Cc1ccnc(NC(c2ccccc2O)c2oc(CO)cc(=O)c2O)c1 (configuration not stated)	1.5	?	-3%	-2%	1.7	2%	-19	12%
CC/C(O)=N\S(=O)(=O)c1ccc(N=NN(C)C)cc1	-3.0	-7%	17%	-6%	1.2	7%[57.1 µM]	1	-2%
CCOc1ccccc1NC(=O)C(=O)N/N=C/c1ccc([N+](=O)[O-])cc1	-0.3	-14%	6%	-2%	0.2	-4%	4	-5%
COc1ccc(C(C(=O)NC2CCCCC2)N(C(=O)c2snc(C(N)=O)c2N)c2ccc(OC)cc2OC)cc1 (configuration not stated)	0.1	-6%	-16%	-4%	0.2	4%	1	-3%
c1ccc(Cn2c[n+](Cc3ccccc3)cn2)cc1	0.4	-4%	-1%	-4%	1.4	-1%	-2	6%
Cc1c(N=C/C=C2\N(C)c3ccccc3C2(C)C)c(=O)n(-c2ccccc2)n1C	1.2	-3%	-8%	10%	-1.6	0%	.	12%
CCOCCCNc1nc2c(C)cccn2c(=O)c1/C=C1\SC(=S)N(CC(C)C)C1=O	0.8	24%	1%	9%	-1.7	-9%	.	112µM*
CCn1ncc(/C=N\NC(=O)c2ccc3c(c2)c(C)c(C)n3Cc2ccccc2)c1C	-1.1	-6%	-23%	3%	-0.6	-21%	-8	1%
Cn1cccc1C(=O)NC(=O)COC(=O)Cc1coc2ccc3ccccc3c12	1.1	?	1%	1%	-3.3	-19%	-18	21%
COCCn1c(SCC(=O)N2CCCCCC2)nc2c(c1=O)SCC2	0.5	-11%	-10%	0%	-1.5	-20%	20	4%
O=C(C1CCCN(S(=O)(=O)c2ccccc2[N+](=O)[O-])C1)N1CCN(c2ccccc2)CC1 (configuration not stated)	-0.1	-15%	-20%	10%	1.6	-1%	-3	-4%
O=S(=O)(NCCc1ccccc1)c1ccccc1	-0.5	6%	-6%	-9%	0.8	-11%	2	-1%
COC(=O)c1ccccc1S(=O)(=O)N1CCC(C(=O)NCc2ccco2)CC1	-0.4	-12%	-5%	4%	-1.2	1%	-2	3%
O=C1N2c3ccccc3CCc3cccc(c32)C1(O)C(F)(F)F (configuration not stated)	0.6	-6%	-4%	12%	1.3	-23%	.	8%
SMILES	IL2 activator	PLK1 PBD inh	EPAC1 antagonist	EPAC1 agonist	CCT chaperon mod	WRN inhibitor	PI5P4K alpha inh	EPAC2 agonist
Cc1cc(NC(=O)CSc2nc3c(c(=O)n2CCc2ccccc2)SC(C)C3)no1 (configuration not stated)	-2.2	1%	-20%	-6%	-1.4	9%	1	-7%
O=c1cc(-c2ccccc2)nc2cc(-c3ccco3)[nH]n12	-2.8	-2%	-1%	-12%	0.2	2%	-8	5%
CCOCc1cc(CN2CCC(CCC(=O)NC3CC3)CC2)ccc1OC	0.4	-3%	3%	20%	1.1	1%	1	10%
COc1ccc(NC(=O)CC2C(=O)N(c3ccc(OC)cc3)C(=O)N2C(C)C)cc1 (configuration not stated)	-3.2	0%	4%	-4%	-3.9	-1%	.	-1%
Cc1ccc(S(=O)(=O)N(C)c2ccc3c(ncn3C)c2[N+](=O)[O-])cc1	-4.4	-15%	-12%	1%	-1.4	0%	4	4%
O=C(NC1CCCCCC1)c1ccc(N2CCCC2=O)cc1	-1.6	-16%	6%	3%	0.8	3%	-1	-6%
CCn1c(COc2ccccc2)nc2ccccc21	0.7	-1%	-9%	0%	-0.3	-2%	1	-5%
CCN1CCN(C(=O)c2ccc3c(c2)N(Cc2ccccc2)C(=O)c2ccccc2S3=O)CC1 (configuration not stated)	-3.3	0%	15%	-3%	0.0	7%	0	1%
Cc1ccc(-c2ccc(=O)n(CC(=O)N3CCN(c4cc(Cl)ccc4C)CC3)n2)cc1	-1.1	-4%	-2%	6%	-0.4	0%	.	3%
COc1ccc(CN2CN(S(=O)(=O)c3ccccc3)c3nc4ccccc4nc32)cc1	1.2	3%	7%	5%	-1.3	-4%	3	5%
CCCc1nnc(SCC(=O)N2CCCC2)n1CC1CCCO1 (configuration not stated)	-2.8	-1%	-3%	-8%	-2.4	-7%[57.1 µM]	-2	-7%
O=C(Cn1cnc2c(cnn2-c2ccccc2)c1=O)NCCc1ccccc1	0.9	-1%	9%	2%	-1.7	-7%	6	11%
CCCc1nc2c(nnn2Cc2ccccc2)c(=O)[nH]1	0.9	-7%	-3%	9%	-0.7	-2%	.	11%
COc1ccc(OC)c(S(=O)(=O)NCC(c2ccco2)S(=O)(=O)c2ccccc2)c1 (configuration not stated)	1.8	-1%	7%	-2%	-1.2	-7%	-3	-3%
CCN(C(=O)COC(=O)c1cccnc1SC)C1CCCCC1	0.7	-4%	3%	6%	-2.6	2%	19	8%
COc1ccc(-c2ocnc2C(=O)NCc2nn(-c3ccccc3)nc2C)cc1	2.5	-5%	-10%	5%	-13	-6%	9	16%
O=C(COc1nsnc1N1CCOCC1)Nc1ccc(Br)cc1	-5.7	-6%	-26%	2%	1.0	-4%	9	-18%
O=C(Nc1cccc(Oc2ccccc2)c1)C1Cc2c(-c3cccc(F)c3)ccnc2O1 (configuration not stated)	0.9	0%	4%	-19%	0.0	-1%	0	9%
O=C(Oc1ccccc1)c1ccc(NC(=O)c2ccco2)cc1	0.5	24µM*	4%	-3%	-0.7	-17%	-20	2%
COc1ccc(Cn2c(C)nc3c(c(=O)c4ccccc4n3C)c2=O)cc1	-0.5	2%	5%	-2%	-0.9	-29%	3	-1%
Cc1cccc2cc(C#N)c(N3CCCC3)nc12	0.0	-14%	-17%	7%	-1.9	-12%	-3	4%
Cc1ccccc1C(=O)O/N=C(\N)c1ccncc1	-3.4	-20%	-21%	10%	0.3	-31%[57.1 µM]	-4	6%
Cn1c(=O)[nH]c(=O)c2c1[nH]c(=S)n2Cc1ccc(Cl)cc1	-1.0	12µM*	-21%	-2%	-0.1	-6%	-92*	0%
CCOC(=O)c1sc2nc3c(SCC(=O)O)cc(C(=O)c4cc(F)ccc4O)cn3c(=O)c2c1C	2.7	?	8.9µM*	89µM*	-1.5	-14%[11.6 µM]	-26	13%
CSc1nc(NC(C)=O)nc(C)c1Cl	-3.8	-14%	-5%	-5%	-1.3	-30%	-2	1%

Four of these compounds in another layout:
Every second line gives: IL2 activator, PLK1 PBD inh, EPAC1 antagonist, EPAC1 agonist, CCT chaperon mod, WRN inhibitor, PI5P4K alpha inh, EPAC2 agonist
COc1ccc(CN2CN(S(=O)(=O)c3ccccc3)c3nc4ccccc4nc32)cc1
→ 1.2, 3%, 7%, 5%, -1.3, -4%, 3, 5%
CCCc1nnc(SCC(=O)N2CCCC2)n1CC1CCCO1 (configuration not stated)
→ -2.8, -1%, -3%, -8%, -2.4, -7%[57.1 µM], -2, -7%
O=C(Cn1cnc2c(cnn2-c2ccccc2)c1=O)NCCc1ccccc1
→ 0.9, -1%, 9%, 2%, -1.7, -7%, 6, 11%
CCCc1nc2c(nnn2Cc2ccccc2)c(=O)[nH]1
→ 0.9, -7%, -3%, 9%, -0.7, -2%, ., 11%

The results go on.
SMILES	IL2 activator	PLK1 PBD inh	EPAC1 antagonist	EPAC1 agonist	CCT chaperon mod	WRN inhibitor	PI5P4K alpha inh	EPAC2 agonist
CC1Cc2ccccc2N1C(=O)COC(=O)c1ccco1 (configuration not stated)	-0.4	-2%	-3%	-1%	-0.8	0%	2	9%
C[C@H](CO)N1C[C@H](C)[C@@H](CN(C)C(=O)Nc2ccccc2)Oc2c(NC(=O)Nc3ccc(C(F)(F)F)cc3)cccc2C1=O	-0.5	-1%	-24%	-26%	0.1	-4%	17	0%
COc1ccc(S(=O)(=O)N2CCC(C(=O)NCCC(=O)Nc3ccccc3OC)CC2)cc1	-1.7	2%	7%	-10%	1.6	15%	2	-2%
Cn1nc(C(F)(F)F)c(C(=O)Nc2cccc(C(F)(F)F)c2)c1SCc1ccc(Cl)cc1	-3.2	-6%	-30%	13%	-0.6	-5%	.	-8%
CCCCN1C2=C(C(=O)CC(C)(C)C2)C(c2ccccc2)C2=C1c1ccccc1C2=O (configuration not stated)	-0.1	-1%	-8%	5%	0.8	9%	16	-6%
CC1(C(=O)NS(=O)(=O)c2ccccc2C(F)(F)F)CCN1C(=O)CC1CCCCC1 (configuration not stated)	0.2	-6%	-2%	4%	-0.3	7%[57.1 µM]	1	-1%
Cc1ccc(S(=O)(=O)N(C)c2ccc(C(=O)N(CC(C)C)C3CCS(=O)(=O)C3)cc2)cc1 (configuration not stated)	-2.6	1%	-3%	3%	-1.3	-7%	-4	-5%
CCC(C)N(C(=O)COc1ccccc1C(=O)NCc1ccccc1)C1CCS(=O)(=O)C1 (configuration not stated)	-2.9	-7%	11%	-5%	0.5	-1%	-3	-1%
CCn1c(C2CC(=O)N(Cc3ccccc3)C2)nc2ccccc21 (configuration not stated)	-1.4	-2%	-14%	-9%	-1.2	6%	2	9%
Cc1nc(CNS(=O)(=O)c2ccc(Br)cc2)cs1	0.1	-6%	21%	1%	-4.0	5%	1	3%
